Screening results as filed in PubChem BioAssay.
Bim-Bcl-W – inhibitors of Bim binding to Bcl-W, primary screen, biochemical, multiplexed, bead-based flow cytometry. inhibition, % at 10 µM. actives 0.02% (n = 190,000). Bim peptide-Bcl-W binding;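 also: 0% = bound tracer without compound and 100% = peptide blocker; higher means less fluorescent Bim peptide bound to Bcl-W beads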
Target sequence (Q92843 whole entry, looked up): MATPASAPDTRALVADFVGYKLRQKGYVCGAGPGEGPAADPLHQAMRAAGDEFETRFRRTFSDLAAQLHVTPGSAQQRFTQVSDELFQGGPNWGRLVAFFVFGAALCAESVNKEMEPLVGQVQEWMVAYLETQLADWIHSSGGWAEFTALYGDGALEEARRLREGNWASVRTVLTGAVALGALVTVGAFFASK
Bcl-XL Bim block – inhibitors of Bim-Bcl-XL binding, primary screen, biochemical, multiplexed, bead flow cytometry, human Bcl-XL; Bim peptide-Bcl-XL binding, fluorescence; inhibition, % at 10 µM; actives 0.04% (n = 190,000); AID 1007, 2008
Target sequence (Q07817 whole entry, looked up): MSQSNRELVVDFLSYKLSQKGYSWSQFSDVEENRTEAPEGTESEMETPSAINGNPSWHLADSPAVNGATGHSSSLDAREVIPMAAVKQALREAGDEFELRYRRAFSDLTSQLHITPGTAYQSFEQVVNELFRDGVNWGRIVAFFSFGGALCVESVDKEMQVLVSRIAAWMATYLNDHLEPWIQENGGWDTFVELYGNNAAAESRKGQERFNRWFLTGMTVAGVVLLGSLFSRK
Bim-Bfl-1 – inhibitors of Bim binding to Bfl-1, primary screen, biochemical, multiplexed, bead-based flow cytometry; Bcl-2-related protein A1 (Homo sapiens), Q16548; Bim-Bfl-1 binding inhibition; inhibition, % at 10 µM; actives 0.12% (n = 190,000);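 also: 0% = wells without compound plus tracer and 100% = blocker peptide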
Bim-Bcl-2 – inhibitors of Bim-Bcl-2 binding, primary screen, biochemical, multiplexed, human Bcl-2 family; Apoptosis regulator Bcl-2 (Homo sapiens), P10415; Bead-based flow cytometry, Bim peptide-Bcl-2 binding; inhibition, % at 10 µM; actives 0.06% (n = 190,000); AID 950, 2007; in the data active = inhibition above about 40%; inconclusive = no clear call, values can overlap the other calls;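 also: 0% = no compound wells with probe peptide and 100% = reference peptide inhibitor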
Target sequence (P10415 whole entry, looked up): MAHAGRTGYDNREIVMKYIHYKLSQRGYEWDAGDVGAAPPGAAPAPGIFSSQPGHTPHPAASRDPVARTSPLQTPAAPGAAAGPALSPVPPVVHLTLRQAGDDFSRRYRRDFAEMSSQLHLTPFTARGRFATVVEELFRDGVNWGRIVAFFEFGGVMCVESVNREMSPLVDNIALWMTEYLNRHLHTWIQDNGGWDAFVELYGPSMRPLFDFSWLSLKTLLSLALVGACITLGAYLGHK
RGS7-Gao – RGS7-Galphao binding modulators, primary screen, biochemical, multiplexed bead flow cytometry. Guanine nucleotide-binding protein G(o) subunit alpha (Homo sapiens), P09471. actives lie on both sides. binding response (% of control), % at 10 µM. actives 0.35% (n = 220,000). AID 1439, 2008; in the data active = binding response below about 49% or above about 150%; inconclusive = no clear call, values can overlap the other calls; inactive = in between;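 also: fluorescent Galphao held in activated GDP-AlF4 state binding bead-coupled RGS7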
Avidin bead fluor – green autofluorescence of compounds with avidin beads – biophysical, 488/530 nm, flow cytometry, artefact control, profiling panel. compound fluorescence 488/530 nm; active compounds read high. fluorescence (KMESF) at 10 µM. actives 0.38% (n = 220,000). AID 1775, 2009; in the data active = fluorescence above about 47; also: inactives centre near 10
GSH bead fluor – compound fluorescence on glutathione beads, profiling panel, artefact control, biophysical, 488/530 nm, flow cytometry. GSH beads flow cytometry, compound fluorescence 488/530 nm; active compounds read high. fluorescence (KMESF) at 10 µM. actives 0.25% (n = 190,000). AID 1776, 2009; in the data active = fluorescence above about 89;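 also: glutathione beads carrying GST-tagged Bcl family fusion proteins plus one bare bead set; values are compound well signal with DMSO vehicle wells as background; inactives centre near 16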
Bcl-B Bim block – inhibitors of Bim-Bcl-B binding, primary screen, biochemical, multiplexed, human Bcl-2 family. bead-based flow cytometry, Bim peptide-Bcl-B binding. inhibition, % at 10 µM. actives 0.073% (n = 190,000). AID 951, 2007;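 also: 0% = tracer peptide without compound and 100% = reference inhibitor peptide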
Target sequence (Q9HD36 whole entry, looked up): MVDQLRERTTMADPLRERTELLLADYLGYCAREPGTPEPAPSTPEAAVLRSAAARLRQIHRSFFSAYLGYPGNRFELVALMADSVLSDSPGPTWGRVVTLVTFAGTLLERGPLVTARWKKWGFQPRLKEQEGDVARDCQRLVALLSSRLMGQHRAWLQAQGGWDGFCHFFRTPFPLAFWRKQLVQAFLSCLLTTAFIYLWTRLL
ABCG2 inh – ABCG2 efflux pump inhibitors, primary screen, multiplex with ABCB1, IgMXP3 cells, flow cytometry; Broad substrate specificity ATP-binding cassette transporter ABCG2 (Homo sapiens), Q9UNQ0; JC-1 efflux; inhibition, % at 6.6 µM; actives 0.1% (n = 190,000); AID 1325, 2008;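 active = inhibition above 80%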;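 also: 0% = DMSO and 100% = nicardipine control wells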
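System: two drug-resistant human cell lines, ABCG2 and ABCB1; controls: nicardipine high and DMSO low controls; times: 10 min exposure at 25 °C with rotation, no wash; detection: flow cytometry of retained JC-1 fluorescence; read-out basis: percent efflux inhibition, scaled nicardipine 100% to DMSO 0%; doses: one concentration, 6.6 µM final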
RGS4-Gao reg – modulators of RGS4 binding to Galphao, primary screen, biochemical, multiplexed bead flow cytometry; Guanine nucleotide-binding protein G(o) subunit alpha (Homo sapiens), P09471; actives lie on both sides; binding response (% of control), % at 10 µM; actives 0.33% (n = 220,000); AID 1415, 2008; in the data active = binding response below about 49% or above about 150%; inactive = in between;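 also: fluorescent Galphao activated with aluminum fluoride binding bead-coupled RGS4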
ABCB1 block – ABCB1 efflux pump inhibitors, primary screen, cell-based, multiplex, flow cytometry, ABCG2 counter-screen. ATP-dependent translocase ABCB1 (Homo sapiens), P08183. CCRF-Adr cells, JC-1 efflux. inhibition, % at 6.6 µM. actives 0.067% (n = 190,000). AID 1326, 2008; in the data active = inhibition above about 40%;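 also: 0% = vehicle and 100% = reference inhibitor; higher value means more JC-1 retained so stronger ABCB1 efflux block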
Numbers without * were called inactive; ? = inconclusive; . = no result given. Rule as the data show it, unless noted: active = inhibition above about 40%.

Molecule,ABCB1 block,Bcl-XL Bim block,GSH bead fluor,Bim-Bfl-1,Bcl-B Bim block,RGS7-Gao,Bim-Bcl-2,Bim-Bcl-W,Avidin bead fluor,ABCG2 inh,RGS4-Gao reg
CCOC(=O)CS(=O)(=O)c1ccc2ccccc2c1,0.6,-4,23,-3,-4,108,-1,-4,19,4,97
COc1ccc2cnn(-c3ccccc3)c(=O)c2c1OC,1.1,-4,30,-10,-10,102,-4,-1,21,35,102
O=C(c1ccc(CN2CCc3ccccc3C2)cc1)N1CCCCC1,0.5,-7,8,-4,0,101,0,-5,19,1,100
CCOc1ccc(C(=O)OCC(=O)Nc2cc(C)on2)cc1OCC,.,-3,17,-10,-4,103,-1,1,10,.,98
Cc1ccc(C[n+]2cccc(-c3ccccc3)c2)c(C)c1,1.3,-7,12,-1,-3,101,-1,-2,4,12,105
CC(C)(C)c1nc2ccccc2[nH]1,0.9,-10,37,-17,-9,101,-14,0,12,8,106
CC(CN(C)Cc1nc(Cc2cccc(C(F)(F)F)c2)no1)CN1CCCC1 (stereo unspecified),3.0,0,14,-4,-1,102,0,0,10,24,102
NC(=O)c1nn(CC(=O)Nc2ccc3c(c2)OCO3)cc1[N+](=O)[O-],0.5,0,15,-6,-5,110,-3,-4,24,1,108
Nc1c(C(=O)NC23CC4CC(CC(C4)C2)C3)sc2nc3c(c(C(F)(F)F)c12)CCC3,0.3,3,6,2,7,99,6,4,9,3,101
FC(F)(F)c1ccc(Cl)c(NC(=S)N/N=C/c2ccccc2C(F)(F)F)c1,0.5,-2,7,-3,0,96,-7,-2,12,2,96
COCCSc1nnc(NC(=O)COC)s1,0.2,-3,19,-2,-2,101,-2,-1,5,1,103
C=C(C)CN(CC)C(=O)CC1C(=O)NCCN1C (stereo unspecified),0.2,-4,14,-3,-7,87,0,-2,8,1,90
CC(=O)Nc1ccc(NC(=O)c2ccccc2CCc2ccccc2)cc1,-0.2,0,18,4,1,?,0,0,9,7,99
CCNS(=O)(=O)c1ccc(NC(=O)c2ccccc2)cc1,-4.7,0,20,6,5,117,5,9,4,-8,120
COc1ccccc1NC(=O)CCC(=O)OCc1ccc(Br)cc1,0.4,-2,11,-4,0,98,-2,2,6,2,98
O=C(CSc1ncnc2nc[nH]c12)Nc1nnc(SCc2ccc(Cl)c(Cl)c2)s1,-1.2,-1,20,-1,-3,?,0,0,8,-5,101
Cc1oc(C)c(C(=O)NCCCC(=O)O)c1C(=O)NCCCC(=O)O,0.5,0,15,0,0,104,-1,0,8,1,105
Cc1cc(C)c(S(C)(=O)=O)c(Sc2ccc(Cl)cc2)n1,0.2,0,20,0,0,100,-2,-4,35,1,99
Cc1ccc(C2C(C(=O)O)c3ccccc3C(=O)N2C)c(C)c1 (stereo unspecified),-0.1,-3,24,-2,-1,99,0,1,7,12,100
C=CCN1C(=O)C2C(C(=O)NC3CCCCC3)C3C=CC2(O3)C1C(=O)NC1CCCC1 (stereo unspecified),0.4,-6,17,-12,-6,103,-9,0,9,1,106
CC(=O)Nc1nc(-c2ccc3c(c2)CCN3S(C)(=O)=O)cs1,-0.2,-1,16,-13,-1,114,0,0,14,0,107
CCOC(=O)c1c(C)[nH]c(C(=O)Nc2ccc(NC(C)=O)cc2)c1C,0.9,0,11,-11,-6,93,0,0,18,4,91
CCn1c(Cc2ccccc2)nnc1SCC(=O)Nc1nnc(-c2ccccc2)s1,0.4,-4,30,-14,-7,97,-6,1,15,24,101
CCCc1cc(=O)[nH]c(SCC(=O)c2cc(C)n(CCC)c2C)n1,0.1,0,12,-2,0,97,-1,-1,25,1,101
O=C(O)C(=O)/C(=C\c1cccc(Cl)c1)c1ccc2ccccc2n1,0.1,2,30,-1,-3,96,2,2,9,0,99
CCOC(=O)C1(Cc2cccc(OC)c2)CCN(C/C=C/c2ccccc2)CC1,1.5,-3,9,-7,-3,104,-1,-2,10,0,102
Brc1ccccc1OCCCCCN1CCOCC1,0.6,1,13,-5,-3,102,-4,-3,14,0,100
COc1cc(CN2C(=S)NC(C)(C)CC2(C)O)cc(OC)c1 (stereo unspecified),1.0,-2,4,0,-5,102,0,0,14,15,101
CC(=O)c1ccc(N2Cc3ccccc3/C2=N\C(=O)Nc2ccccc2)cc1,1.6,0,11,-1,-1,100,-6,-4,14,4,99
COc1ccc(NCC(=O)N/N=C/c2c(C)nn(Cc3ccccc3)c2Cl)cc1,0.1,-7,9,-2,-7,99,-3,-6,22,50,100
CC1(C)Cc2c(sc(NC(=O)c3ccc(Br)o3)c2C#N)CO1,0.0,-8,38,-2,0,107,-2,-4,9,-9,106
CCc1ccc(NC(=O)c2cnn3ccccc23)cc1,-0.1,-1,24,-9,-7,101,-7,2,6,1,100
O=C(Nc1ccc2c(c1)S(=O)(=O)N=C1CCCCCN12)c1ccccc1Cl,0.7,0,17,-7,-6,?,-7,-2,15,7,100
O=C(CCCCn1c(=O)[nH]c2ccccc2c1=O)N1CCN(c2cccc(C(F)(F)F)c2)CC1,5.9,-1,14,-2,0,99,0,-1,44,6,101
Cc1[nH]n(-c2ccccc2)c(=O)c1C=NC1CCCCC1,0.3,-3,11,-7,-2,93,-4,-3,10,2,94
O=C(COC(=O)C(O)c1ccccc1)c1ccc2c(c1)OCCO2 (stereo unspecified),0.7,-5,21,-1,-8,102,0,-2,6,3,100
COC(=O)C1CCN(c2nc3ccccc3nc2C(C#N)C(=O)OCC(C)C)CC1 (stereo unspecified),2.9,-2,11,-1,-2,103,0,0,17,6,105
COC(=O)c1ccccc1S(=O)(=O)Nc1ccc2cn[nH]c2c1,0.1,5,52,-6,-4,97,-3,4,5,0,99
Cc1ccccc1NC(=O)c1ccc(Cl)c(NC(=O)c2ccncc2)c1,-0.1,-5,18,-1,-8,96,-1,-3,5,3,99
Cc1nc2ccccc2nc(C)c1=NOCC(=O)N(c1ccccc1)C(C)C,0.1,-5,17,-6,-6,?,-6,-1,8,1,100
CN1CCN(C(=O)c2ccc(COc3ccc(Cl)cc3Cl)cc2)CC1,1.2,-13,28,-11,-6,97,-8,-2,5,9,95
CCOc1ccccc1N1CCN(C(=O)CC(C)C)CC1,1.1,-4,11,-13,-5,94,-7,-1,15,46,100
COc1cccc(C(=O)NN2CC(O)=C(c3nc4ccccc4n3C)C2=N)c1,0.1,-2,16,1,0,?,-1,2,10,-1,103
CCC(C)N1C(=O)CCC1C(=O)O (stereo unspecified),0.9,-13,29,-4,-4,106,-2,-4,10,2,106
CC1(C)CC(=O)C/C(=N\NC(=O)C2CC23CCC3)C1 (stereo unspecified),0.6,-3,14,-4,-2,94,0,-2,9,1,92
COc1ccnc(Oc2ccc(F)cc2)c1-c1ncn[nH]1,0.2,-4,7,-3,0,103,0,-2,28,0,100
O=C(NCc1ccco1)c1cc2c(s1)CSC2,-0.1,-2,24,4,-1,95,-5,0,11,1,91
COc1ccc(N(C(=O)COc2ccccc2OC)S(=O)(=O)c2ccc(C)cc2)cc1,1.0,-8,14,-6,-7,103,-6,-3,7,2,102
Clc1ccc(-c2ccnc(Oc3ccc4ccccc4c3)n2)cc1,-3.3,-3,30,-11,-6,101,-3,-5,7,-4,102
CCn1cc(/C=C/C(=O)Nc2ccc(C)cc2Br)cn1,0.4,-3,11,4,-8,95,1,0,1,6,96
O=c1[nH]c(C(F)(F)F)nc2ccccc12,-0.1,-4,5,-2,-6,103,-6,0,8,0,104
CCC(=O)Nc1cc(C(C)(C)C)ccc1C(C)=O,0.2,-4,10,0,-8,91,-3,-3,9,8,88
O=c1c2ccccc2c(/C=N/n2cnnc2)c(O)n1-c1ccccc1,0.6,-1,22,-13,-9,92,-6,0,16,0,95
CSc1ccc(S(=O)(=O)Nc2ccc(OCC(=O)N3CCOCC3)cc2)cc1,1.3,-3,20,8,0,110,0,-3,9,2,102
COc1ccc(N(CC(=O)NC2CCCC2)C(=O)CS(=O)CC(=O)Nc2ccc3c(c2)OCO3)cc1 (stereo unspecified),0.4,-4,20,-9,-3,101,-5,-1,11,0,98
Cc1ccc(OCC(=O)N2CCN(C(=O)CCC3CCCC3)CC2)cc1,3.2,-6,23,-16,-6,100,-2,1,29,11,100
COc1ccc(OC)c(N(CC(=O)NCc2ccncc2)S(C)(=O)=O)c1,0.2,-4,17,-3,-2,86,-2,0,22,1,96
CCc1sc(N(C(=O)Cc2ccccc2)c2ccccc2)nc1-c1ccccc1,0.0,-5,15,-16,-10,92,-4,1,6,0,100
Cc1cccc2cc(/C=N/NC(=O)c3ccccc3O)c(Cl)nc12,2.9,-3,15,-17,-4,88,-11,-2,17,12,92
CCOC(=O)C1CCN(S(=O)(=O)c2ccc(OCC(=O)OC)cc2)CC1,0.7,1,23,-11,-1,101,-6,2,28,11,101

(continued)
Molecule,ABCB1 block,Bcl-XL Bim block,GSH bead fluor,Bim-Bfl-1,Bcl-B Bim block,RGS7-Gao,Bim-Bcl-2,Bim-Bcl-W,Avidin bead fluor,ABCG2 inh,RGS4-Gao reg
CCOc1ccc(NC(=O)N(CCC(C)C)C2CCN(C(C)=O)CC2)cc1,0.2,-5,28,2,0,122,3,2,6,1,127
COc1ccc2c(c1OC)C(=O)N1N=C(c3ccc(Cl)cc3)CC21 (stereo unspecified),0.7,-7,10,-4,-5,103,-5,-13,12,11,101
Cc1ccc(CSCC(Nc2ccc(C(=O)O)cc2[N+](=O)[O-])C(=O)O)cc1 (stereo unspecified),0.0,1,31,-14,-5,85,-9,-1,10,1,92
CCCC/C(C)=N/NC(=O)Nc1ccccc1,0.6,0,14,3,-1,96,-1,-2,8,5,97
Cn1cnnc1SCC(=O)Nc1sc2c(c1C#N)CCCCC2,0.5,-7,25,2,-4,95,3,-4,29,10,95

Whole records, quoted from the list:
Cc1ccc(CSCC(Nc2ccc(C(=O)O)cc2[N+](=O)[O-])C(=O)O)cc1 (stereo unspecified) is listed with ABCB1 block: 0.0; Bcl-XL Bim block: 1; GSH bead fluor: 31; Bim-Bfl-1: -14; Bcl-B Bim block: -5; RGS7-Gao: 85; Bim-Bcl-2: -9; Bim-Bcl-W: -1; Avidin bead fluor: 10; ABCG2 inh: 1; RGS4-Gao reg: 92
CCOc1ccc(NC(=O)N(CCC(C)C)C2CCN(C(C)=O)CC2)cc1 is listed with ABCB1 block: 0.2; Bcl-XL Bim block: -5; GSH bead fluor: 28; Bim-Bfl-1: 2; Bcl-B Bim block: 0; RGS7-Gao: 122; Bim-Bcl-2: 3; Bim-Bcl-W: 2; Avidin bead fluor: 6; ABCG2 inh: 1; RGS4-Gao reg: 127
